BAP1 block: inhibitors of BAP1 deubiquitinase, primary screen, biochemical, Ub-AMC fluorescence, kinetic; Ubiquitin carboxyl-terminal hydrolase BAP1 (Homo sapiens), Q92560; recombinant BAP1, Ub-AMC hydrolysis fluorescence kinetic; stronger effect = lower value; activity remaining (% of control), % at 20 µM; hit rate 0.48% among 72,000;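 active = activity remaining at or below 50% of control, provided the compound also passes the data quality filters; inactive = the rest, including low values that fail the filters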;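 note: 100% = DMSO wells rate and 0% = substrate alone blank rate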
Target sequence (Q92560 whole entry, looked up): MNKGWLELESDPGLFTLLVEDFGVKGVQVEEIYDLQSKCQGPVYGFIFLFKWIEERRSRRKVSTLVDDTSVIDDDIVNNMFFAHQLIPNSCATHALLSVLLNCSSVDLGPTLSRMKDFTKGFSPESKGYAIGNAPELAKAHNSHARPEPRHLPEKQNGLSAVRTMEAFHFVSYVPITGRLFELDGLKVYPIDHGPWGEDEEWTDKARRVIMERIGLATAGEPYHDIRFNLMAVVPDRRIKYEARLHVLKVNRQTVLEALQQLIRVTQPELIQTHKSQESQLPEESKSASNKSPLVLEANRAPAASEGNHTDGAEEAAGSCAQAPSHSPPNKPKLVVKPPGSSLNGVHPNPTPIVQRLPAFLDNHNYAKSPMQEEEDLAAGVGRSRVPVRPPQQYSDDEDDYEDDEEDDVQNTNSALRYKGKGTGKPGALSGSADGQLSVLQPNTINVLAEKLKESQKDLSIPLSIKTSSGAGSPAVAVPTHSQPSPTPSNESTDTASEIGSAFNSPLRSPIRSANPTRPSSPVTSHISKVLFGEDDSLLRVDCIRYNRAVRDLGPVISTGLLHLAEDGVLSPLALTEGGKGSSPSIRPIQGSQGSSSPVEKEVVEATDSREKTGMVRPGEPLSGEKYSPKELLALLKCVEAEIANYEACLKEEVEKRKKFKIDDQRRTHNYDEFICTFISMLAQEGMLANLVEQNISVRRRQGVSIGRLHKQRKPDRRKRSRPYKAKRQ
HePTP inh: inhibitors of human HePTP phosphatase, primary screen, biochemical, absorbance, leukemia target. recombinant HePTP phosphatase activity, OD absorbance. Tyrosine-protein phosphatase non-receptor type 7 (Homo sapiens), P35236. inhibition, % at 20 µM. hit rate 0.64% among 110,000. AID 521, 2006; in the data active = inhibition above about 50%;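 note: plate controls were vehicle for no effect and reference inhibitor for full effect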
Target sequence (P35236 whole entry, looked up): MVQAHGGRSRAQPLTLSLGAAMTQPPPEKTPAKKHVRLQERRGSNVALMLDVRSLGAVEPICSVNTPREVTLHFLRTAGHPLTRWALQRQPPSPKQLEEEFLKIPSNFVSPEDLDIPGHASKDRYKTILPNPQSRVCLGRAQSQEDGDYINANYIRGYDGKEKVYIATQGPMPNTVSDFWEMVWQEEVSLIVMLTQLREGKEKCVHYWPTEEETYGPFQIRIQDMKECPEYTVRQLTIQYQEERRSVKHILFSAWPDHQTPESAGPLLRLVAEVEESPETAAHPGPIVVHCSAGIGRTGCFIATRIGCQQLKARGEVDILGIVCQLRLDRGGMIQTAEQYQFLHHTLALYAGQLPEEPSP
Numbers without * were called inactive; & = joins results of further samples.

CCn1c(-c2ccc(F)cc2)n[nH]c1=S was read as BAP1 block 103 and HePTP inh 7.
Screening CCOC(=O)C1CCCN(C(=O)c2ccc(CNc3c(N4CCC(C)CC4)c(=O)c3=O)cc2)C1 (centres undefined) returned BAP1 block 88 and HePTP inh 2.
Screening CCOC(=O)c1[nH]c2ccc(OC)cc2c1NC(=O)OC returned HePTP inh 3.
O=C(Nc1ccc(Cl)c([N+](=O)[O-])c1)C1CC2CCC1C2 (centres undefined) was read as HePTP inh 44.
`COC(=O)c1sc(NC(=O)COc2ccccc2OC)nc1C` gave BAP1 block 95 and HePTP inh 13.
`CCc1ccc(Nc2nc(N)nc(CSc3nnnn3-c3ccccc3)n2)cc1` gave HePTP inh 12.
`CC1=C(C(=O)Nc2ccccc2)C(c2ccc(C)cc2)NC(=S)N1` (centres undefined) gave HePTP inh -14.
For O=C(N/C(=C/c1ccc(Cl)cc1)c1nc2ccccc2[nH]1)c1ccco1 the results were HePTP inh 1.
COc1ccc(-c2occ(C(=O)O)c2C(=O)O)cc1 was read as HePTP inh 8.
For CCOC(=O)c1ccccc1NC1OC(=O)c2ccccc21 (centres undefined) the results were HePTP inh 0.
CC(C)CC(=O)Nc1ccc(OCC(=O)O)cc1 was read as BAP1 block 104 and HePTP inh 5.
O=C(Nc1cccc(Cl)c1)Nc1nnc(C(c2ccccc2)c2ccccc2)s1 was read as HePTP inh 11.

Grouped by structure, those above containing an NH in an aromatic ring.
CCn1c(-c2ccc(F)cc2)n[nH]c1=S was read as BAP1 block 103 and HePTP inh 7.
Screening CCOC(=O)c1[nH]c2ccc(OC)cc2c1NC(=O)OC returned HePTP inh 3.
For O=C(N/C(=C/c1ccc(Cl)cc1)c1nc2ccccc2[nH]1)c1ccco1 the results were HePTP inh 1.

Other structures follow:
Screening COc1ccc(C(=O)NC(Nc2ccccc2)C(Cl)(Cl)Cl)cc1OC (centres undefined) returned HePTP inh 6.
CCCc1c(C)nc2c(Cl)cccc2c1SCC(=O)O was read as HePTP inh 1.
`CN1CCN(Cc2c(O)ccc3c(=O)c(-c4ccc(Cl)cc4)coc23)CC1` gave BAP1 block 67.
Screening CCc1nc(N)nc(N)c1-c1ccc(Cl)cc1 returned BAP1 block 83 and HePTP inh 11.
`Cc1cc(C)n(CCO)c(=O)n1` gave BAP1 block 110 and HePTP inh -12.
For O=C(Nc1ccc(I)cc1Cl)c1cccc([N+](=O)[O-])c1 the results were HePTP inh -8.
For COCCn1nnnc1C1(N(Cc2cc3cc(C)ccc3[nH]c2=O)CC2CCCO2)CCN(C)CC1 (centres undefined) the results were BAP1 block 86 and HePTP inh -1.
O=C(CSc1nnc(-c2cccs2)n1-c1ccccc1)c1cccc([N+](=O)[O-])c1 was read as HePTP inh 2.
O=c1[nH]c2ccccc2n1CCCSCCCn1c(=O)[nH]c2ccccc21 was read as BAP1 block 82 and HePTP inh -4.
COc1ccc(/C=C2\SC(=O)NC2=S)cc1 was read as HePTP inh -12.
`Nc1ncnc2nc(N3CCN(C(=O)c4ccccc4)CC3)[nH]c12` gave BAP1 block 96 and HePTP inh -11.
For CCc1ccc(C2CC(c3ccccc3)Nc3nc(N)nn32)cc1 (centres undefined) the results were BAP1 block 85 and HePTP inh 2.
O=C(C1CCCN(S(=O)(=O)c2cccc3nsnc23)C1)N1CCN(c2ccccn2)CC1 (centres undefined) was read as BAP1 block 110 and HePTP inh 10.
Cc1cccc(NC(=O)c2cnccn2)c1 was read as HePTP inh 60*.
`CCOC(=O)N1C(=O)c2cc(OC)ccc2S1(=O)=O` gave BAP1 block 116 and HePTP inh 1.
For COCc1cc(C)nc2sc(C(=O)OC)c(N)c12 the results were BAP1 block 98&104 and HePTP inh 1.
Screening COc1ccc(OCCNC(=O)Nc2cc(F)c(F)cc2Cl)cc1 returned HePTP inh -7.
For COC(=O)C(C)(N)Cc1ccc(O)cc1 (centres undefined) the results were BAP1 block 100.
`Cc1c(NC(=O)Nc2ccc3ccccc3c2)c(=O)n(-c2ccccc2)n1C` gave HePTP inh -4.
Screening CCOC(=O)C(Cc1c[nH]c2ccccc12)NC(=O)CNC(C)=O (centres undefined) returned BAP1 block 106 and HePTP inh 3.
For CC(C)c1ccc(S(=O)(=O)N2CCN(CCC(=O)Nc3ccc(N(C)C)cc3)CC2)cc1 the results were BAP1 block 95 and HePTP inh -3.
For O=C(Nc1ccccc1)O/N=C\c1ccc(F)cc1 the results were HePTP inh 2.
For COc1ccc[nH]c1=O the results were BAP1 block 125 and HePTP inh 9.
For CCCNC(=O)c1ccc(SC)cc1OC the results were BAP1 block 93 and HePTP inh 4.
CC[C@@H](C)[C@H](NC(=O)OC(C)(C)C)c1nnc(S(=O)(=O)Cc2cc(C)ccc2C)o1 was read as BAP1 block 99 and HePTP inh 9.
For COc1cc2c(cc1OC)CN(C(=O)C(C)(C)C)CC2 the results were HePTP inh 4.
Screening COc1cc(/C=N/N2CCN(c3ccccc3OC)CC2)ccc1OC(C)=O returned HePTP inh 0.
O=C(NC(c1ccccc1)c1ccccc1)C(Sc1ccccc1)c1ccccc1 (centres undefined) was read as HePTP inh 7.
Screening Cc1ccc(NCc2nnc(SCC(=O)c3ccc4c(c3)OCCO4)o2)c(C)c1 returned BAP1 block 60 and HePTP inh -1.
Screening COc1cccc(NS(=O)(=O)c2cc(C)ccc2OC)c1 returned BAP1 block 65 and HePTP inh -3.
COc1ccccc1C1/C(=C(\O)c2ccccc2)C(=O)C(=O)N1c1cccc(Cl)c1 (centres undefined) was read as HePTP inh 4.
Screening O=C(O)c1ccc(COc2c(F)c(F)c(F)c(F)c2F)o1 returned BAP1 block 128 and HePTP inh 19.
Cc1ccc(-c2nnc3c4ccccc4c(C)nn23)cc1S(=O)(=O)N1CCN(C)CC1 was read as BAP1 block 113 and HePTP inh 18.
CC1=NN(c2ccc(Cl)c(Cl)c2)C(=O)/C1=C/c1ccco1 was read as HePTP inh 5.
`COc1ccccc1-n1c(C=C2C(=O)N(C)c3ccccc32)nc2ccccc2c1=O` gave HePTP inh 1.
`Cc1ccc(CN2C3=NCCCN3c3ccccc32)cc1` gave BAP1 block 103 and HePTP inh 7.
For COc1cccc(NC(=O)C(C)Oc2ccccc2)c1 (centres undefined) the results were BAP1 block 126 and HePTP inh 0.
Screening CCN(CC)CC(=O)Nc1c(-c2ccccc2)c2cc(Br)ccc2[nH]c1=O returned HePTP inh -2.
Screening Cc1c(C(=O)N(C)Cc2ccccc2)oc2ccc(S(=O)(=O)N3CCCC3)cc12 returned HePTP inh -10.
For O=c1oc2ccc(Cl)cc2cc1-c1nnc(Nc2ccccc2F)s1 the results were BAP1 block 89.
`NNC(=O)c1cc(-c2ccc(N)cc2)nc2ccc(Br)cc12` gave HePTP inh 14.
Screening O=C(Nc1cccc(S(=O)(=O)c2cccc(NC(=O)c3cccs3)c2)c1)c1cccs1 returned HePTP inh -8.
COc1ccc(-c2nnc(SC(C)C(=O)Nc3nccs3)n2-c2ccccc2)cc1OC (centres undefined) was read as BAP1 block 79 and HePTP inh -9.
CSc1ccccc1NC(=O)Nc1ccccc1 was read as BAP1 block 87 and HePTP inh 4.
Screening COC(=O)c1ccc(/C=C2\N=C(c3ccc(C(C)(C)C)cc3)OC2=O)cc1 returned HePTP inh 13.
Screening O=C(COc1ccccc1F)Nc1ccc(S(=O)(=O)NCc2ccco2)cc1 returned BAP1 block 121 and HePTP inh 2.
O=C(/C=C/c1ccc(F)cc1)Nc1cccc([N+](=O)[O-])c1 was read as HePTP inh 6.
For Cc1csc2nc(CNS(=O)(=O)c3cccnc3)cn12 the results were BAP1 block 112.

Arranged by molecular weight (low to high): part of the list above.
CSc1ccccc1NC(=O)Nc1ccccc1 was read as BAP1 block 87 and HePTP inh 4.
For COc1cccc(NC(=O)C(C)Oc2ccccc2)c1 (centres undefined) the results were BAP1 block 126 and HePTP inh 0.
Screening O=C(COc1ccccc1F)Nc1ccc(S(=O)(=O)NCc2ccco2)cc1 returned BAP1 block 121 and HePTP inh 2.

Quoted at random: four records from the list.
`CC1=C(C(=O)Nc2ccccc2)C(c2ccc(C)cc2)NC(=S)N1` (centres undefined) gave HePTP inh -14.
Screening O=C(COc1ccccc1F)Nc1ccc(S(=O)(=O)NCc2ccco2)cc1 returned BAP1 block 121 and HePTP inh 2.
Screening COc1cc(/C=N/N2CCN(c3ccccc3OC)CC2)ccc1OC(C)=O returned HePTP inh 0.
For COC(=O)C(C)(N)Cc1ccc(O)cc1 (centres undefined) the results were BAP1 block 100.

Further entries.
COc1ccc(-n2c(SCC#N)nc3ccccc3c2=O)cc1 was read as BAP1 block 94 and HePTP inh -6.
For CC1(C)CC(=O)C(C=NCC2CCNCC2)=C(O)C1 the results were BAP1 block 99 and HePTP inh -1.
`C=CCN1C(=O)/C(=C/c2ccc(N(C)C)cc2)S/C1=N\c1nnc(CC)s1` gave HePTP inh 0.
Screening CCOC(=O)CCCc1sc(N)nc1-c1[nH]c(=O)[nH]c1C returned BAP1 block 90 and HePTP inh 12.
Cc1ccc(C(C(=O)NCCc2ccccc2)N(C(=O)c2csnn2)C2CC2)o1 (centres undefined) was read as BAP1 block 98 and HePTP inh 1.
COc1cc(C2NC(=O)NC(C)=C2C(=O)Nc2ccc(Br)cc2)cc(OC)c1OC (centres undefined) was read as HePTP inh -6.
Screening O=C(CSc1nc(-c2ccccc2)c(-c2ccccc2)o1)Nc1ccccc1 returned HePTP inh -8.
For CCOc1ccc(N(CC(=O)NCC2CCCO2)S(=O)(=O)c2ccc(OC)c(OC)c2)cc1 (centres undefined) the results were BAP1 block 90 and HePTP inh -3.
Screening COc1ccc(OCC(=O)Nc2cc(C)ccc2OC)cc1 returned HePTP inh -2.
Screening C/C(=N\N1CCN(Cc2ccccc2Cl)CC1)c1ccccc1O returned HePTP inh 5.
For COc1ccc(-n2nnc3c(SCC(=O)NCc4ccco4)ncnc32)cc1 the results were BAP1 block 69 and HePTP inh 9.
`Cc1nc2ccccc2c(=O)n1CC(=O)N1CCOCC1` gave BAP1 block 100 and HePTP inh -4.

The closing 3 records of the part before come first, to join the parts:
Screening C/C(=N\N1CCN(Cc2ccccc2Cl)CC1)c1ccccc1O returned HePTP inh 5.
For COc1ccc(-n2nnc3c(SCC(=O)NCc4ccco4)ncnc32)cc1 the results were BAP1 block 69 and HePTP inh 9.
`Cc1nc2ccccc2c(=O)n1CC(=O)N1CCOCC1` gave BAP1 block 100 and HePTP inh -4.
For COc1ccc(N2CCN(c3nc(NCCO)nc(N4CCOCC4)n3)CC2)cc1 the results were BAP1 block 153 and HePTP inh 6.
`Cc1cccn2c(=O)c3cc(C#N)c(=N)n(CCN4CCOCC4)c3nc12` gave BAP1 block 135 and HePTP inh 4.
O/N=C1/CCCCc2sccc21 was read as BAP1 block 94 and HePTP inh 12.
`Cc1ccc(S(=O)(=O)/C(C#N)=C/c2c(N3CCN(C)CC3)nc3ccccn3c2=O)cc1` gave BAP1 block 125 and HePTP inh 9.
`CC(=O)Oc1ccc(C(=O)Nc2cccc(C(=O)NCC(C)C)c2)cc1` gave HePTP inh 6.
Cc1ccc(C)c(C(C)(C)CC(=O)O)c1 was read as HePTP inh -2.
CC(C)NC(=O)C1CCN(C(=O)C(C(=O)c2ccccc2)n2cc(Cl)ccc2=O)CC1 (centres undefined) was read as BAP1 block 115 and HePTP inh 5.
For CCc1ccc(-n2c(C)cc(/C=C3/NC(=O)NC3=O)c2C)cc1 the results were HePTP inh 2.
`CN1CCN(C(=O)C2CCC(CNS(=O)(=O)c3cccc4cccnc34)CC2)CC1` (centres undefined) gave BAP1 block 89 and HePTP inh 0.
`C#CCNc1nc(C)nc2c1nnn2Cc1ccccc1F` gave BAP1 block 103 and HePTP inh 11.
COC(=O)c1sccc1NC(=O)C1C2C=CC(O2)C1C(=O)O (centres undefined) was read as BAP1 block 179 and HePTP inh 7.
Screening CCN(CC)c1ccc(C(=O)N2CCN(c3cccc(Cl)c3)CC2)cc1 returned HePTP inh -2.
Screening CCOc1ccc(N(CC(=O)NCc2cccc(OC)c2)S(=O)(=O)c2c(C)noc2C)cc1 returned BAP1 block 97 and HePTP inh -2.
`COc1ccc(OCC(O)Cn2c(=N)n(CCN3CCOCC3)c3ccccc32)cc1` (centres undefined) gave BAP1 block 100 and HePTP inh 6.
`O=C(Nc1ccc(F)cc1)Nc1ccc(OC(F)(F)F)cc1` gave HePTP inh -10.
`Cc1c(N2C(=O)c3ccccc3C2=O)cccc1[N+](=O)[O-]` gave HePTP inh 0.
For Cc1ccccc1OCCOc1ccc(/C=C2/SC(=S)N(C)C2=O)cc1 the results were HePTP inh -2.
Cc1cccc(C2NC(=O)c3c(sc4c3CCN(C)C4)N2)c1O (centres undefined) was read as BAP1 block 124.
For COc1ccccc1N1CCN(/N=C\c2ccc(OC)c(OC)c2OC)CC1 the results were HePTP inh -11.
For O=C(NCCN1CCN(c2ccccc2)CC1)c1cccn2c(=O)c3ccccc3nc12 the results were HePTP inh 1.
`COCCCn1c(SCC(=O)N2CCc3ccccc32)nnc1-c1ccoc1C` gave BAP1 block 86 and HePTP inh 4.
Nc1nc(CSCc2ccccc2)nc(N2CCOCC2)n1 was read as BAP1 block 102 and HePTP inh 6.
Screening CCOC(=O)c1sc(NC(=O)c2cc(S(=O)(=O)N3CCOCC3)ccc2C)nc1C returned HePTP inh 0.
Screening CCOc1ccc(C(CC(=O)O)NS(=O)(=O)c2ccc(C)cc2)cc1OC (centres undefined) returned BAP1 block 97 and HePTP inh -4.
CC(C)(C)c1ccc(OCC(=O)NNC(=O)C(=O)N2CCCC2)cc1 was read as HePTP inh -7.
For O=C(NCc1ccco1)c1ccc(C#Cc2ccccc2)cc1 the results were HePTP inh -4.
Screening O=c1nccc(NCc2ccco2)[nH]1 returned BAP1 block 103 and HePTP inh 12.
CCC(=O)Nc1cc(OC)ccc1OC was read as HePTP inh 10.

Compound activity (PubChem BioAssay)

Rows are unselected. Share with any hit: about 0.83%.
